Source: PubChem
H1N1 NS1A inhibition = H1N1 influenza NS1A inhibitors, functional cell based assay (AID 504329) | NS1A functional cell-based assay, percent inhibition; higher % means a stronger effect | inhibition, % at 12.5 µM, or IC50 in µM where a hit was titrated | 340,000 compounds, 0.3% hits; in the data active = a potency from the dose series; inconclusive = inhibition above about 27% without an active follow-up result; also: strong numbers were not always called active
M. tuberculosis = growth inhibition of non-replicating M. tuberculosis (AID 488890); Mycobacterium tuberculosis non-replicating, growth inhibition; higher % means a stronger effect; 320,000 compounds, 0.39% hits; one-dose inhibition, % at 25 µM; IC50 in µM for titrated hits; in the data active = a potency from the dose series; inconclusive = inhibition mostly from about 82% at the one dose, without a potency; inactive = the rest, 99 in 100 with inhibition below about 76%;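 also: plate controls were DMSO cells for no effect and high antibiotic wells for full effect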
Salmonella PhoP GFP = PhoP regulon inhibitors, Salmonella typhi PhoP promoter GFP reporter, confirmatory (AID 1850); Salmonella Typhi PhoP-promoter GFP reporter, fluorescence, 4 h; higher % means a stronger effect; inhibition, % at 50 µM; hits with a dose series show IC50 in µM; 310,000 compounds, 0.33% hits; in the data active = a potency from the dose series; inconclusive = inhibition mostly from about 25% at the one dose, without a potency; inactive = the rest, 99 in 100 with inhibition below about 19%;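 also: 0% = induced wells with vehicle and 100% = uninduced wells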
H37Rv inhibition = M. tuberculosis growth inhibition, HTS (AID 449762); 330,000 compounds, 0.59% hits; M. tuberculosis H37Rv growth inhibition, 7H9 media; higher % means a stronger effect; inhibition, % at 25 µM; hits with a dose series show IC50 in µM; in the data active = a potency from the dose series; inconclusive = inhibition above about 70% without an active follow-up result;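 also: bacterial growth assessed after seven days of incubation; strong numbers were not always called active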
inhibitors of VEEV = inhibitors of VEEV TC-83 cytopathic effect, confirmation, Vero cells (AID 588727) | Vero cells, VEEV TC-83 cytopathic effect inhibition; higher % means a stronger effect | inhibition, % at 20 µM; hits with a dose series show IC50 in µM | 350,000 compounds, 0.13% hits; in the data active = a potency from the dose series; inconclusive = inhibition mostly from about 14% at the one dose, without a potency; inactive = the rest, 99 in 100 with inhibition below about 12%; also: strong numbers were not always called active
inhibitors of VEEV 10K pilot screen = also measured in inhibitors of VEEV; calls as there; inhibition, %; measured here: 10K pilot screen inhibition
The depositor's hits bear a star; i = inactive; ? = inconclusive; / = no result given; & = joins results of further samples.

SMILES	H1N1 NS1A inhibition	M. tuberculosis	Salmonella PhoP GFP	H37Rv inhibition	inhibitors of VEEV	others
COc1ccc(OC)c(Cc2nnc(CCC(=O)NCc3ccc(C)s3)o2)c1	-6%	25%	-6%	0%	1.2%
C[C@H]1CCCC(=O)CCCCCc2cc(O)cc(O)c2C(=O)O1	2%	19%	0%&-27%	4%	7.8%
O=Cc1cn(CCC(=O)O)nc1-c1cc2ccccc2o1	2%	-12%	-4%	-2%	0.0%
Cc1cc(C(=O)COC(=O)C2CCN(C(=O)c3ccc(Cl)cc3)CC2)c(C)n1CC1CCCO1 (configuration not stated)	2%	44%	9%	12%	1.0%
Cc1ccc(C(=O)CCC(=O)NCc2ccc(Cl)cc2)cc1	1%	33%	/	-9%	1.7%
O=C(N/N=C/c1ccccc1OC(F)F)c1cc(-c2ccncc2)nc2ccccc12	-5%	23%	6%	9%	7.3%
CCCCOc1ccc(C(=O)OCC(=O)c2c(N)n(C)c(=O)n(C)c2=O)cc1	-10%	27%	/	-5%	5.7%
Cc1ccc(NC(=S)NCc2ccc(S(N)(=O)=O)cc2)cc1Cl	-1%	46%	-2%	10%	1.1%
CC(Oc1ccccc1)C(=O)Nc1nnc(S(=O)(=O)N2CCCCCC2)s1 (configuration not stated)	-4%	/	-9%	-4%	1.9%
COC(=O)C1=C(c2cc3ccccc3o2)C[C@@H]2CC[C@H]1N2C	-7%	-1%	/	-4%	0.5%
NC(=O)c1ccsc1NC(=O)COC(=O)c1ccc(Cl)nc1	12%	12%	2%	24%	2.4%
O=C(c1ccc(C(=O)N2CCOCC2)s1)N1CCOCC1	-2%	12%	10%	-4%	0.3%
CC(C)CCN1CCN(Cc2ccc(Oc3ncccn3)cc2)CC1CCO (configuration not stated)	-12%	16%	6%	-2%	i
O=C(O)/C(=C\c1ccccc1OC(F)F)c1ccc(-c2ccccc2)cc1	-8%	10%	-1%	3%	3.5%
N#Cc1c(N)n(-c2ccc(C(=O)O)cc2)c2nc3ccccc3nc12	-9%	-1%	5%	3%	1.5%
CC1CCN(c2nc3c(c(=O)[nH]c(=O)n3C)n2CCSc2ncccn2)CC1	26%	/	/	/	9.5%
Cc1nn(-c2ccccc2)c(Cl)c1C(=O)NCC(=O)O	-2%	-5%	2%	4%	1.1%	inhibitors of VEEV 10K pilot screen=0.8
Cn1c(O)c(C=NCCN2CCOCC2)c(=O)n(C)c1=S	-6%	9%	5%	12%	1.7%
Cc1ccc(NC(=O)C2CCC2)cc1S(=O)(=O)N1CCCCCC1	-12%	5%	-2%	6%	2.1%
N#Cc1ccc(OCC(=O)NC(=O)NC2CCS(=O)(=O)C2)cc1 (configuration not stated)	4%	2%	/	1%	4.7%

Filtered by structure: the compounds so far with a cyano group
SMILES	H1N1 NS1A inhibition	M. tuberculosis	Salmonella PhoP GFP	H37Rv inhibition	inhibitors of VEEV	others
N#Cc1c(N)n(-c2ccc(C(=O)O)cc2)c2nc3ccccc3nc12	-9%	-1%	5%	3%	1.5%
N#Cc1ccc(OCC(=O)NC(=O)NC2CCS(=O)(=O)C2)cc1 (configuration not stated)	4%	2%	/	1%	4.7%

(list continues)
SMILES	H1N1 NS1A inhibition	M. tuberculosis	Salmonella PhoP GFP	H37Rv inhibition	inhibitors of VEEV	others
COc1ccc(C2C(C#N)=C(N)Nc3nc4ccccc4n32)cc1 (configuration not stated)	7%	-15%	-10%	-3%	1.1%
Cc1cccc(OCC(=O)NC2CC(C)(C)NC(C)(C)C2)c1	4%	-5%	13%	-2%	0.4%
O=C(COC(=O)c1c(F)cccc1F)Nc1ccc2[nH]c(=O)[nH]c2c1	20%	-7%	-7%	-11%	0.3%
CCN1C(=O)/C(=C/N(C)C)c2ccccc21	-1%	-5%	-23%	3%	i
COC(=O)Cn1cnc2c(nnn2-c2cccc(OC)c2)c1=O	-4%	-4%	7%	2%	0.8%
O=C1CN(C(=O)CSc2ccc(-c3ccc(F)cc3)nn2)c2ccccc2N1	5%	5%	4%	-6%	i
O=C(CCNC(=O)c1ccco1)NC(Cc1c[nH]c2ccccc12)C(=O)O (configuration not stated)	10%	3%	/	0%	0.3%
Cc1nc(CSc2ccc(Cl)cc2)cs1	-4%	28%	-3%	0%	0.7%
COc1ccc(CC(=O)NCC2CCCN(Cc3ccc(F)c(OC)c3)C2)cc1 (configuration not stated)	-11%	-5%	8%	-3%	i
Clc1cccc(Cl)c1C[n+]1ccc2ccccc2c1	4%	5%	12%	2%	i
CCc1ccc(Nc2n[n+](-c3ccccc3)c(-c3cccc(C)c3)s2)cc1	-15%	45%	-10%	8%	?
CCOC(=O)C1CSC(CC(=O)Nc2ccc(Cl)c(Cl)c2)C(=O)N1 (configuration not stated)	0%	i	0%	9%	4.2%
CCOc1ccc(NC(=O)CSc2nnc(Cc3cccn3C)n2-c2ccc(OC)cc2)cc1	1%	10%	4%&2%	-7%	1.2%
CC(C)CNC(=S)N1CCN(Cc2ccc3c(c2)OCO3)CC1	8%	48%	6%	-6%	i
O=C(NCc1cccnc1)C1c2ccccc2C(=O)N1C1CCCC1 (configuration not stated)	-2%	/	-5%	-4%	0.4%
O=C1/C(=C\c2cccnc2)N2CCC1CC2	-1%	-16%	-3%	-3%	0.4%
O=[N+]([O-])c1cc(-n2cnnn2)c(O)c([N+](=O)[O-])c1	-2%	-3%	4%	-6%	i
COc1ccc(OC)c(C(O)c2coc3ccc(O)c(CN(C)C)c23)c1 (configuration not stated)	-104%	-1%	9%	-2%	0.1%
Cc1ncsc1C(=O)NCc1ccc(N2CCCC2=O)cc1	4%	-4%	2%	-5%	3.7%	inhibitors of VEEV 10K pilot screen=0.0
CC(=O)CC1(OC(C)=O)C(=O)N(C)c2ccccc21 (configuration not stated)	-11%	i	-12%	?	2.2%

Pulled one by one from above:
SMILES	H1N1 NS1A inhibition	M. tuberculosis	Salmonella PhoP GFP	H37Rv inhibition	inhibitors of VEEV	others
CCOc1ccc(NC(=O)CSc2nnc(Cc3cccn3C)n2-c2ccc(OC)cc2)cc1	1%	10%	4%&2%	-7%	1.2%
NC(=O)c1ccsc1NC(=O)COC(=O)c1ccc(Cl)nc1	12%	12%	2%	24%	2.4%
CCc1ccc(Nc2n[n+](-c3ccccc3)c(-c3cccc(C)c3)s2)cc1	-15%	45%	-10%	8%	?
COc1ccc(C2C(C#N)=C(N)Nc3nc4ccccc4n32)cc1 (configuration not stated)	7%	-15%	-10%	-3%	1.1%
Cc1ccc(NC(=S)NCc2ccc(S(N)(=O)=O)cc2)cc1Cl	-1%	46%	-2%	10%	1.1%
O=C(CCNC(=O)c1ccco1)NC(Cc1c[nH]c2ccccc12)C(=O)O (configuration not stated)	10%	3%	/	0%	0.3%
CC(C)CCN1CCN(Cc2ccc(Oc3ncccn3)cc2)CC1CCO (configuration not stated)	-12%	16%	6%	-2%	i

Carrying on.
SMILES	H1N1 NS1A inhibition	M. tuberculosis	Salmonella PhoP GFP	H37Rv inhibition	inhibitors of VEEV	others
NC(=O)CN(c1ccc(Cl)cc1)S(=O)(=O)c1ccccc1	0%	-11%	-3%	-7%	1.2%
CCSc1ncccc1C(=O)N[C@@H](CCSC)C(=O)OC	/	8%	5%	9%	0.8%
Clc1ccccc1-c1nnc2sc(-c3cccs3)nn12	4%	17%	-2%	2%	2.9%
Cc1ccc(Oc2nnc(-c3ccc(C)cc3)c3ccccc23)cc1	9%	-7%	-3%	-8%	i
O=[N+]([O-])c1ccc(N2CCOCC2)cc1O	-4%	22%	-1%	4%	0.5%
Cc1ccc(C(c2nnnn2C2CCCCC2)N2CCN3CCCC3C2)cc1 (configuration not stated)	5%	33%	-14%	-11%	0.1%
CCCCN(C)C(=O)Cn1nc(Cc2ccncc2)c2ccccc2c1=O	15%	-2%	-9%	14%	0.1%
Cc1ccc(C)c(C(=O)N2CCC(n3nccc3NC(=O)C3CC3)CC2)c1	-5%	0%	-4%	-2%	1.3%
Cc1cc(C(=O)OC(C)C(=O)Nc2cccc(Cl)c2)on1 (configuration not stated)	-5%	/	/	/	2.2%
Cc1ccsc1C=C1C(=O)c2ccccc2C1=O	-1%	0%	8%	1%	2.1%
COc1ccc2c(c1O)-c1cccc3c1[C@@H](C2)N(C)CC3	0%	12%	12%	14%	i
COC(=O)c1[nH]c2ccccc2c1NC(=O)CN1CCN(Cc2ccc3c(c2)OCO3)CC1	4%	31%	9%	0%	9.0%
Cc1ccc(NC(=O)CSCC(=O)N(C)CC(=O)Nc2cccc(F)c2)cc1	-5%	30%	1%	10%	0.3%
Cc1nc2scc(-c3ccccc3)c2c(=O)n1/N=C/c1ccco1	-12%	5%	6%	0%	9.4%
O=C(Oc1ccc(Br)cc1C(=O)/C=C/c1ccccc1F)c1ccco1	-12%	?	6%	0%	?
N#Cc1cccc(Nc2c3c(nc4ccccc24)CCCC3)c1	-13%	10%	-4%	57%	0.9%
CC(C)(C)NCC(O)COc1ccccc1C1CCCC1 (configuration not stated)	0%	31%	1%	-6%	1.3%
CCCCn1c(N)c(N(CCOC)C(=O)c2cc(S(=O)(=O)N3CCCCC3)ccc2Cl)c(=O)[nH]c1=O	-6%	7%	-3%	-8%	2.1%
COc1ccccc1NS(=O)(=O)c1ccc(C(=O)N2CCCCCC2)cc1	2%	-4%	/	3%	1.2%
COc1ccc(OCC(=O)N/N=C/C(C)=C/c2ccco2)c(Br)c1	5%	12%	-9%	10%	0.9%
O=S(=O)(Nc1cc(Cl)ccc1N1CCCCC1)c1cccs1	-2%	-5%	3%	3%	0.2%
COc1ccc(C)cc1NC(=O)CSc1nnc(COc2ccc(Cl)cc2)n1Cc1ccco1	2%	-3%	5%	-9%	5.7%
COC(=O)c1cc(Cl)cc2c(C)c(C3(O)CCCCC3)[nH]c12	-10%	13%	8%	15%	6.1%
COC(=O)c1ccc(COC(=O)C23CC4CC(CC(O)(C4)C2)C3)o1	-9%	-3%	12%	6%	i
Cc1cccc(NC(=O)OC2CN3CCC2CC3)c1 (configuration not stated)	-2%	3%	5%	-2%	i
CCOC(=O)CNC(=O)CNC(=O)Cn1ccc2ccccc2c1=O	-13%	-10%	-1%	3%	0.6%
O=C(NCc1cccs1)C1CC(c2ccc(Cl)c(Cl)c2)=NO1 (configuration not stated)	-12%	12%	-15%	5%	3.2%
CN1C(=O)NC(c2ccccc2Cl)C2=C1CC(C)(C)CC2=O (configuration not stated)	-1%	-7%	7%	0%	i

Sorted by count of non-hydrogen atoms (ascending): six of the compounds above
SMILES	H1N1 NS1A inhibition	M. tuberculosis	Salmonella PhoP GFP	H37Rv inhibition	inhibitors of VEEV	others
Cc1cccc(NC(=O)OC2CN3CCC2CC3)c1 (configuration not stated)	-2%	3%	5%	-2%	i
O=S(=O)(Nc1cc(Cl)ccc1N1CCCCC1)c1cccs1	-2%	-5%	3%	3%	0.2%
COC(=O)c1ccc(COC(=O)C23CC4CC(CC(O)(C4)C2)C3)o1	-9%	-3%	12%	6%	i
CCOC(=O)CNC(=O)CNC(=O)Cn1ccc2ccccc2c1=O	-13%	-10%	-1%	3%	0.6%
COc1ccccc1NS(=O)(=O)c1ccc(C(=O)N2CCCCCC2)cc1	2%	-4%	/	3%	1.2%
COc1ccc(C)cc1NC(=O)CSc1nnc(COc2ccc(Cl)cc2)n1Cc1ccco1	2%	-3%	5%	-9%	5.7%
